# From PubChem BioAssay
# PPARg SRC1 recr = PPARgamma agonists recruiting SRC-1 coactivator, primary screen, biochemical; PPARgamma-SRC-1 coactivator recruitment biochemical assay; activation, % at 8 µM; actives 0.41% (n = 200,000); AID 631, 2007; in the data active = activation above about 19%;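 also: 0% = DMSO and 100% = reference agonist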
# STAT3 inh = IL-6 driven STAT3 reporter inhibitors, primary screen, U3A cells, luciferase, luminescence, MLSCN library; IL-6 STAT3-luciferase reporter; host cell line lacks STAT1; inhibition, % at 5.5 µM; actives 0.89% (n = 190,000); AID 862, 2007;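 active = inhibition above the mean inhibition across all screened compounds plus 3 SD, cut at about 44% in these data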;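 also: 0% = DMSO only wells and 100% = 100 µM nifuroxazide control wells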
# S1P3 antag = S1P3 receptor antagonists, primary screen, cell-based | Sphingosine 1-phosphate receptor 3 (Homo sapiens), Q99500 | CHO S1P3 NFAT-BLA reporter, FRET fluorescence, antagonist mode | inhibition, % at 4.98 µM | actives 0.27% (n = 170,000);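 active = inhibition above the plate cutoff, the mean inhibition of test wells on that plate plus 3 SD, cut at about 28% in these data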;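 also: cells challenged with S1P at its EC80 of 0.8 µM; blue over green emission ratio from cleaved BLA substrate after 4 h stimulation; 0% = S1P-stimulated wells and 100% = unstimulated DMSO-only wells; some compounds past the cut are filed as inactive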
# TR-FRET SRC-2 ct = TR-FRET signal artefacts, primary screen, artefact control for PPARgamma SRC-2 agonist project, biochemical; TR-FRET artefact counter-screen; stronger effect = higher value; actives 0.4% (n = 200,000); TR-FRET ratio at 8 µM; in the data active = TR-FRET ratio above about 2000; also: inactives centre near 1500
# PPARg SRC-3 ag = PPARgamma agonists recruiting SRC-3 coactivator, primary screen, biochemical. Peroxisome proliferator-activated receptor gamma (Homo sapiens), P37231. biochemical PPARgamma/SRC-3 coactivator recruitment assay. activation, % at 8 µM. actives 0.26% (n = 200,000). AID 731, 2007; in the data active = activation above about 23%;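 also: 0% = DMSO and 100% = reference agonist; some compounds past the cut are filed as inactive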
# PPARg SRC2 recr = agonists of PPARg-SRC-2 recruitment, primary screen, biochemical, HTS; activation, % at 8 µM; actives 0.34% (n = 200,000); PPARgamma LBD-SRC-2 recruitment; Peroxisome proliferator-activated receptor gamma (Homo sapiens), P37231; in the data active = activation above about 22%;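 also: 0% = vehicle and 100% = reference agonist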
# STAT1 inh = STAT1 signaling inhibitors, primary screen, cell-based, HTS, luciferase reporter; actives 0.35% (n = 200,000); NIH 3T3 STAT1-luciferase reporter, IFN-gamma, luminescence; inhibition, % at 5.5 µM;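 active = inhibition above a set limit, the mean inhibition across all tested compounds plus 3 SD, cut at about 34% in these data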;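 also: 0% = IFN-gamma with DMSO and 100% = IFN-gamma with 300 µM nifuroxazide; values of inactives mirror those of a sister screen read the other way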
# TLR4 MyD88 comp = inhibitors of TLR4-MyD88 association in cells, primary screen, cell-based, HeLa CL3-4, BLA complementation, FRET ratio; Toll-like receptor 4 (Homo sapiens) + Myeloid differentiation primary response protein …; HeLa CL3-4 TLR4/MyD88 BLA complementation; inhibition, % at 8.4 µM; actives 0.18% (n = 200,000); in the data active = inhibition above about 25%;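 also: 0% = vehicle and 100% = reference inhibitor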
# Target sequence (O00206 whole entry, looked up): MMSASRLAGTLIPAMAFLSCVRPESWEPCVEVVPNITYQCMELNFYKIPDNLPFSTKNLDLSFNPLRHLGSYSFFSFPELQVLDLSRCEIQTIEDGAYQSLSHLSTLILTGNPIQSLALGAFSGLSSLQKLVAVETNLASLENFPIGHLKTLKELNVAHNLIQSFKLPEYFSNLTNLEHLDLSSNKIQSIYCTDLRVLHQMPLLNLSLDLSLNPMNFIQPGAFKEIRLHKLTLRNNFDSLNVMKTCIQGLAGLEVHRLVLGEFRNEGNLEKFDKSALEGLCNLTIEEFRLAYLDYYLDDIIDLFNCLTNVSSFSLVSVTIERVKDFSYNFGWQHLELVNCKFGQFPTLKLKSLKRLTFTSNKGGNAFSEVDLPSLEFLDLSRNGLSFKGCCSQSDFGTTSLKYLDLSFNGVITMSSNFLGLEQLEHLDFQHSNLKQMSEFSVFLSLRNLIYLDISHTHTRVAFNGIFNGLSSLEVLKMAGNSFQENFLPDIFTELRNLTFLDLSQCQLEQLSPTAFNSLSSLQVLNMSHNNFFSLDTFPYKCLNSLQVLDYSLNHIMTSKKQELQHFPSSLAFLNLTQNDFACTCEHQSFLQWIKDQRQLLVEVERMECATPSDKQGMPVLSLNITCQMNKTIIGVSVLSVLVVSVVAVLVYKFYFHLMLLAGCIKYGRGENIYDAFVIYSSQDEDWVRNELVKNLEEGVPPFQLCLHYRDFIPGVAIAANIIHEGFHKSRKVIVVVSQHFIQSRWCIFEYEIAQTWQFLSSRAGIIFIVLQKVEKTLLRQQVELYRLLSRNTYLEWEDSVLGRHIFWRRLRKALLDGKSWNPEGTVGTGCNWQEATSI
# Target sequence (Q99836 whole entry, looked up): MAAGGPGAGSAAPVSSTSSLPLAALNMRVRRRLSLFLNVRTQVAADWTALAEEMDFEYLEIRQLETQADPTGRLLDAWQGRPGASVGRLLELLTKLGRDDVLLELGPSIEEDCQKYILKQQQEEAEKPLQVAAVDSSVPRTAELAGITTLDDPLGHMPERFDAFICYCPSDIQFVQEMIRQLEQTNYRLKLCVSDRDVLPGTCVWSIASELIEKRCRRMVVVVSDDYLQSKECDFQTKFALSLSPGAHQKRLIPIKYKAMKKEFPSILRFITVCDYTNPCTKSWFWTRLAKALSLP
# STAT3 activator = IL-6 driven STAT3 reporter potentiators, primary screen, U3A cells, luciferase, luminescence, MLSCN library; IL-6 STAT3-luciferase reporter; 100% = signal with IL-6 EC80 alone; activation (% of control), % at 5.6 µM; actives 0.91% (n = 190,000); AID 871, 2007;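 active = activation above the screen-wide mean of compound activation plus 3 SD, cut at about 130% in these data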;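 also: 0% = background luminescence of wells with medium and substrate only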
#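 Material: STAT1-lacking human U3A cells, STAT3 luciferase reporter | Benchmarks: IL-6-only wells as 100% reference | Probe or stimulus: IL-6 (33 ng/mL) | Timing: Compound 1 h, then IL-6 6 h at 37 °C | Detection: Luminescence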
# RAM network inh = inhibitors of the yeast RAM network, primary screen, dse1pr::URA3 reporter, 5-FOA selection | S. cerevisiae dse1pr::URA3 reporter, 5-FOA growth OD615, 2 d; analog-sensitive cbk1-as2 kinase mutant strain | inhibition, % at 50 µM | actives 1.8% (n = 190,000);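 active = inhibition above a set limit, 3 SD over mean compound inhibition, cut at about 8.4% in these data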;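 also: 0% = DMSO-only wells with no growth and 100% = 10 µM 1-NA-PP1 full growth; inhibition rescues growth on 5-FOA so higher OD means more RAM inhibition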
# ROMK primary = ROMK potassium channel modulators, primary screen, cell-based, thallium flux, MLSMR library; Tet-inducible ROMK, thallium flux fluorescence; actives lie on both sides; B-score at 10 µM; actives 2% (n = 130,000);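 active = signal ratio slope over the read window, or its plate-corrected B-score, at least 3 SD from the plate mean, either direction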;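 also: B-score of the F/F0 ratio slope over 7 to 12 s after thallium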
# Active calls of the source: *; nt = not tested or not shown.
SMILES,PPARg SRC1 recr,STAT3 inh,S1P3 antag,TR-FRET SRC-2 ct,PPARg SRC-3 ag,PPARg SRC2 recr,STAT1 inh,TLR4 MyD88 comp,STAT3 activator,RAM network inh,ROMK primary
Clc1ccc(OCc2nc(-c3ccncc3)no2)c(Br)c1,11,-6,4,1666,6,1,-60,-7,104,-1.4,nt
COC(=O)c1ccc(OCC(O)CN2C(=O)c3ccccc3S2(=O)=O)cc1 (configuration not stated),7,10,8,1589,5,2,4,-12,93,1.6,0.34
O=C(COC(=O)/C=C/c1cccs1)NC(c1ccccc1)c1ccccc1,1,5,7,1589,-3,8,3,11,92,7.0,nt
COc1ccc(/C=N/NC(=O)c2ccoc2C)cc1COc1ccc(Cl)cc1,7,16,nt,1612,9,4,-14,-11,89,-0.3,0.4
Cc1cc(C)cc(OCC(=O)NNC(=O)c2cc(C)[nH]n2)c1,3,11,nt,1398,3,6,-1,-4,99,-1.2,nt
CCOC(=O)CSc1nc2cc(C(=O)NCc3ccco3)ccc2c(=O)n1C1CCCCC1,7,4,nt,1276,-19,-4,4,-11,102,6.3,nt
CCN(CC)S(=O)(=O)c1ccc(C(=O)Nc2ccc(OCC(=O)N3CCOCC3)cc2)cc1,3,-4,-8,1510,13,8,-1,1,104,-0.2,-0.21
COc1ccc(Nc2ncnc3ccc([N+](=O)[O-])cc23)c(OC)c1,4,12,-4,1572,5,0,-7,4,95,0.1,0.95
Cc1cc(NC(=O)CSc2nnc3c(C)cc4ccccc4n23)no1,0,32,-16,1476,-7,1,-2,-10,77,2.2,0.95
Cc1ccc(C)n1CCN1CCN(CC(=O)Nc2cc(C(F)(F)F)ccc2Cl)CC1,9,2,-4,1662,8,6,10,0,104,0.1,nt
S=c1[nH]ncn1-c1ccccn1,2,-24,-29,1483,6,-1,-1,6,122,-0.8,nt
COc1cc([N+](=O)[O-])cc(/C=N/N(CCC#N)C(C)=O)c1O,4,16,1,1590,3,6,3,-7,90,0.6,0.92
O=C(CNC(=O)c1ccccc1)OCc1cccc(Br)c1,7,21,11,1888,10,11,0,-7,89,-0.2,-0.91
Cc1ccc(OCC(=O)N(C)Cc2ccccc2)c([N+](=O)[O-])n1,7,-1,-11,1593,0,7,1,-13,97,1.6,nt
O=C(NNc1ccccn1)c1ccc(Cl)nc1,9,11,-8,1848,-2,9,-1,-17,91,0.7,0.43
O=C(CCSc1ccccc1)Nc1ccccc1Br,-7,2,-8,1630,-6,-2,-31,7,102,-2.1,nt
COc1ccc(Cl)c(Cn2c(NCCCN(C)C)nc3c2c(=O)n(C)c(=O)n3C)c1,6,1,-20,1328,-1,0,-7,3,102,-0.9,nt
Cc1ccc2nc(N3CCN(S(=O)(=O)c4ccc(C)c(Cl)c4)CC3)c(C#N)cc2c1,22*,13,nt,1637,29*,6,1,-11,94,3.9,-0.38
O=C(O)c1sccc1SCc1ccc(Cl)c(Cl)c1,-2,-12,nt,1430,-9,-4,4,7,115,0.8,nt
CCOC(=O)CSc1nnc(NC(=O)c2cccc(S(=O)(=O)N3CCCC3)c2)s1,-2,1,-21,1333,-11,4,4,15,101,6.2,nt

# Ordered by value in STAT1 inh (falling): 3 of the compounds above
Molecule	STAT1 inh
O=C(O)c1sccc1SCc1ccc(Cl)c(Cl)c1	4
O=C(CNC(=O)c1ccccc1)OCc1cccc(Br)c1	0
Cc1cc(C)cc(OCC(=O)NNC(=O)c2cc(C)[nH]n2)c1	-1

# Additional results
SMILES,PPARg SRC1 recr,STAT3 inh,S1P3 antag,TR-FRET SRC-2 ct,PPARg SRC-3 ag,PPARg SRC2 recr,STAT1 inh,TLR4 MyD88 comp,STAT3 activator,RAM network inh,ROMK primary
Cc1ccc(-c2nc3ccccc3o2)cc1NC(=S)NC(=O)/C=C/c1ccco1,6,15,nt,1736,2,4,5,-17,91,4.3,nt
CCOC(=O)c1c(C)[nH]c(C(=O)OCC(=O)N2CC(C)OC(C)C2)c1C (configuration not stated),4,-2,-18,1839,4,6,4,10,105,0.6,nt
O=C(COc1ccc2ccccc2c1CN1CCOCC1)N1CCc2ccccc21,-1,-9,10,1546,0,-6,-3,14,113,1.1,nt
O=C1C=C(Nc2ccc(Cl)cc2Cl)CC(c2ccco2)C1 (configuration not stated),9,-3,25,1659,1,7,1,-5,108,3.8,2.2
CCOC(=O)c1c(NC(=S)Nc2ccccc2)sc2c1CCN(C)C2,6,18,nt,1462,18,10,-6,-18,90,0.9,-0.37
CCC/C(O)=C1\C(=O)CCCC1=NCCc1c(C)[nH]c2ccc(OC)cc12,8,8,-5,1524,7,2,22,-5,97,3.1,nt
CCCNc1ncnc2sc(C)c(C)c12,8,17,-12,1393,-3,9,14,11,87,1.4,nt
O=C(NCCOc1ccccc1)c1ccccc1NC(=O)C1CCCO1 (configuration not stated),8,-40,-7,1705,-2,7,-9,8,140*,-0.1,1.2
O=C(C1=C(O)C(=O)N(c2ncccn2)C1c1ccc(Cl)cc1)c1ccco1 (configuration not stated),12,-15,nt,1720,12,1,-10,0,124,0.4,nt
COc1cccc(NC(=S)NNC(=O)Cn2nc([N+](=O)[O-])cc2C)c1,2,5,2,1729,-1,-4,-3,-9,105,1.7,-0.49
CC(=O)NNC(=O)c1cc2c3ccccc3n(C)c2s1,12,-11,-11,1589,5,7,-1,-8,114,0.8,1.1
O=C(COc1ccccc1)N(Cc1ccccc1)c1nc(-c2ccccc2)cs1,-7,-4,nt,1606,-3,-3,0,-6,108,4.7,nt
O=C(c1cc2ccccc2o1)N1CCN(c2ccccc2Cl)CC1,3,7,15,1409,-3,3,3,1,97,6.0,nt
CCC(=O)Nc1ccc(N2CCN(S(C)(=O)=O)CC2)cc1,2,9,-11,1594,2,-6,0,-6,93,0.1,-0.75
CCN(CC)S(=O)(=O)c1ccc2c(c1)nc(SCC(N)=O)n2-c1ccc(OC)cc1,-2,-2,nt,1586,-1,-5,1,-5,105,1.2,-0.2
COc1ccc(NC(=O)CSc2cc(C)ccc2C)cn1,-4,-3,1,1429,-1,-3,3,9,103,0.3,-0.31
COCC(C)n1c(C)cc(C(=O)COC(=O)CNC(=O)c2ccccc2)c1C (configuration not stated),-1,2,-4,1504,-1,1,-4,0,99,0.5,0.35
CCCCOc1ccccc1NC(=O)c1ccco1,-2,4,20,1505,-9,0,-5,-11,101,-0.2,nt
CC(C)C(C)(C#N)NC(=O)CSc1nc2scc(-c3ccco3)c2c(=O)n1-c1ccccc1 (configuration not stated),6,11,-16,2013*,4,18,6,-2,99,2.3,nt
COc1ccc(C(C)=O)cc1CSc1nnc(Nc2c(C)cccc2C)s1,-6,-4,-7,1506,2,-2,-2,1,107,4.3,0.75
CCn1cnc2scc(-c3ccc(C)c(C)c3)c2c1=O,6,10,18,1352,5,0,3,3,95,-0.9,-0.31
O=C(Oc1ccc2c(c1)OCO2)c1ccc(F)cc1Cl,4,-3,25,1527,8,0,-30,10,109,0.0,nt
CN(C)S(=O)(=O)Oc1ccsc1C(=O)Nc1ccc(Cl)c(Cl)c1,-2,9,nt,1375,3,-4,3,2,98,4.3,nt
N#Cc1cccc(NC(=O)CSc2nnc(-c3n[nH]c4ccccc34)o2)c1,-2,29,-6,1447,3,5,-4,-6,79,4.7,-0.88
COc1ccc(CCNC(=O)c2nonc2N)cc1OC,-1,4,-12,1559,-3,0,-5,-5,100,0.5,1.4
COC(=O)c1ccc(/C=C/C(=O)c2ccc(OC)c(OC)c2)cc1,2,-5,nt,1527,4,1,-3,3,104,0.6,nt
Cc1cccc2nc(CSc3nc4[nH]ncc4c(=O)n3-c3cccc(Cl)c3)cc(=O)n12,4,9,-9,1713,1,-1,-5,-14,95,-0.4,-1.9
CC(=O)Nc1ccc(S(=O)(=O)NCCSc2ccccn2)cc1,-6,8,-8,1566,-13,-1,-1,-19,98,-0.3,nt
CCCn1cnc2sc(C(N)=O)c(C)c2c1=O,2,2,nt,1438,1,0,0,3,97,3.2,0.2
CCc1c(C)c(C#N)c2nc3ccccc3n2c1-n1nc(C)cc1C,7,-2,2,1787,3,1,8,-3,105,2.8,-0.26
Cc1nc2ccccn2c1C(=O)N/N=C/c1ccc([N+](=O)[O-])o1,2,10,18,1860,3,20,-4,4,93,-0.2,nt
Cc1ccccc1CC1(CO)CCCN(Cc2c(C)nn(C)c2Cl)C1 (configuration not stated),-6,4,11,1628,1,-4,0,14,101,-0.7,-0.53

# Taken from the results shown, four compounds:
SMILES,PPARg SRC1 recr,STAT3 inh,S1P3 antag,TR-FRET SRC-2 ct,PPARg SRC-3 ag,PPARg SRC2 recr,STAT1 inh,TLR4 MyD88 comp,STAT3 activator,RAM network inh,ROMK primary
Clc1ccc(OCc2nc(-c3ccncc3)no2)c(Br)c1,11,-6,4,1666,6,1,-60,-7,104,-1.4,nt
COC(=O)c1ccc(OCC(O)CN2C(=O)c3ccccc3S2(=O)=O)cc1 (configuration not stated),7,10,8,1589,5,2,4,-12,93,1.6,0.34
O=C(COC(=O)/C=C/c1cccs1)NC(c1ccccc1)c1ccccc1,1,5,7,1589,-3,8,3,11,92,7.0,nt
COc1ccc(/C=N/NC(=O)c2ccoc2C)cc1COc1ccc(Cl)cc1,7,16,nt,1612,9,4,-14,-11,89,-0.3,0.4
